Compound activity (PubChem)
GASC-1 inh: blocks human GASC-1 demethylase activity. actives 0.069% (n = 330,000). GST-JMJD2C(1-420) H3K9me3 demethylation, DELFIA europium. AID 2099. inhibition, % at 2.35 µM;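 active = more than half of a compound's replicate wells show inhibition beyond 50%, single wells judged on their own value; inconclusive = some, but no more than half, of replicates pass 50% inhibition; inactive = no replicate passes 50% inhibition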;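 note: signal counts dimethyl H3K9 product captured on neutravidin plate; 0% = median of DMSO wells and 100% = 0.3 times that DMSO median; strong numbers were not always called active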
proCasp7 act: counter-screen for procaspase-3 activators: activators of human procaspase-7; P55210; recombinant procaspase-7, Ac-DEVD-pNA absorbance 405 nm; D23A/D198A/D206A triple mutant, cannot self-cleave; scale: DMSO 0, 5 µM enzyme 100; activation, % at 8.5 µM; actives 0.093% (n = 330,000); AID 463210;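 active = percent activation above the screen-wide mean plus 3 SD, cut at about 25% in these data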
Target sequence (P55210 whole entry D23A/D198A/D206A): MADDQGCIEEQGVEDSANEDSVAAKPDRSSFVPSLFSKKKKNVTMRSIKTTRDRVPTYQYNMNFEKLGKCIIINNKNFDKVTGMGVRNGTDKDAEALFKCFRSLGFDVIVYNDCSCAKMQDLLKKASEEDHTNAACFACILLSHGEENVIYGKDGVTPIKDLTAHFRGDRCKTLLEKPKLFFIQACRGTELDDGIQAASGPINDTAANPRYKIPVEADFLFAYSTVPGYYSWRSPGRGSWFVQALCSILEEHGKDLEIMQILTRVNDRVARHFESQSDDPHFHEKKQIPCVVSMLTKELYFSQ
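Test system: Procaspase-7 triple mutant (PC-7 D3A). Also added: Ac-DEVD-pNA substrate, 400 µM as added. Schedule: 1 h enzyme–compound preincubation and 2 h substrate reaction, both 25 °C. Signal: p-Nitroaniline absorbance at 405 nm, read at 0 and 120 min. Control set: low DMSO alone, high DMSO plus 5 µM PC-7.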
HCV core dimer: blocks dimerization of HCV core protein. inhibition, % at 5 µM. TR-FRET GST/Flag-core106 dimerization, 1536-well. AID 1899. actives 0.33% (n = 300,000);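 active = inhibition above the mean of all tested compounds plus 3 SD, set per screening campaign, cut at about 45% in these data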
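Test system: GST/Flag-tagged HCV core106 proteins; Medium: KF-containing HEPES buffer, pH 7.45, DTT, CHAPS, BSA; Times: compound-protein-antibody incubation 4 h at 22.5 °C; Detection: TR-FRET 671 and 617 nm emission; Benchmarks: wells lacking GST-core106 and wells with excess unlabelled core106.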
Fh CTSL1 inh: cathepsin L1 inhibition, PFM18AAP counter-screen | recombinant F. hepatica cathepsin L1, Z-Leu-Arg-MCA fluorescence | inhibition, % at 5.96 µM | actives 0.49% (n = 300,000) | AID 1906;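 active = inhibition above the mean of all tested compounds plus 3 SD, set per screening campaign, cut at about 17% in these data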;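 note: 0% = plate median of test compound wells and 100% = 1 µM Z-Phe-Ala-diazomethylketone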
PP5 inh: blocks human protein phosphatase 5 activity; P53041; purified PP5c, OMFP substrate fluorescence; inhibition, % at 6.7 µM; actives 0.18% (n = 320,000); AID 1987;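 active = inhibition above the campaign's mean inhibition across all tested compounds plus 3 SD, cut at about 9.5% in these data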;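 note: 0% = DMSO only and 100% = 100 µM cantharidin control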
Efflux pump inh: inhibitors of Candida antifungal efflux pumps expressed in yeast | actives 0.44% (n = 330,000) | S. cerevisiae Candida pump triplex, Nile Red efflux | inhibition, % at 10 µM;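 active = plate passing quality check with inhibition over a set limit, or well fluorescence over plate mean plus 4 SD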;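 note: Nile Red retained in pooled yeast measured as flow cytometry median fluorescence; 0% = buffer negative control and 100% = Enniatin B positive control; higher means more Nile Red kept so more efflux inhibition; some compounds called inactive have numbers as strong as hits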
procasp3 activ: activators of human procaspase-3; P42574; recombinant procaspase-3 D3A, Ac-DEVD-pNA absorbance 405 nm; activation, % at 8.5 µM; actives 0.11% (n = 330,000); AID 463141;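 active = activation above the mean of all tested compounds plus 3 SD, cut at about 21% in these data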;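 note: 0% = DMSO alone and 100% = DMSO wells spiked with extra 5 µM PC-3 D3A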
Target sequence (P42574 whole entry D9A/D28A/D175A): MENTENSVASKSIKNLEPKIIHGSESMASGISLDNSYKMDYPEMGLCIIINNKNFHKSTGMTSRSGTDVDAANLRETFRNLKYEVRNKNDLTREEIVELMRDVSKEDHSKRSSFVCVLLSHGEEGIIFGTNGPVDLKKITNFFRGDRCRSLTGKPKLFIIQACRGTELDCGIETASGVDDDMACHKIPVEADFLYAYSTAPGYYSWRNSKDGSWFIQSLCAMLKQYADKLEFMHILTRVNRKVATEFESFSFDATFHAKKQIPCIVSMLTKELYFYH
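Evaluation: percent activation relative to control range; Material: Procaspase-3 D3A mutant, all three cleavage aspartates alanine; Compound: single dose, 8.5 µM nominal compound, 0.8% DMSO; Replication: one well per compound; Signal: absorbance at 405 nm, 0 and 120 min; Schedule: 1 h preincubation plus 2 h reaction at 25 °C.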
PP1 counter: counter-screen for PP5 inhibitors: inhibitors of human PP1-alpha; AID 2235; inhibition, % at 6.7 µM; P62136; purified PP1alpha, OMFP fluorescence; actives 0.9% (n = 320,000);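 active = inhibition above the mean inhibition of all tested compounds plus 3 SD, computed separately for each screening campaign, cut at about 15% in these data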
Target sequence (P62136 whole entry, looked up): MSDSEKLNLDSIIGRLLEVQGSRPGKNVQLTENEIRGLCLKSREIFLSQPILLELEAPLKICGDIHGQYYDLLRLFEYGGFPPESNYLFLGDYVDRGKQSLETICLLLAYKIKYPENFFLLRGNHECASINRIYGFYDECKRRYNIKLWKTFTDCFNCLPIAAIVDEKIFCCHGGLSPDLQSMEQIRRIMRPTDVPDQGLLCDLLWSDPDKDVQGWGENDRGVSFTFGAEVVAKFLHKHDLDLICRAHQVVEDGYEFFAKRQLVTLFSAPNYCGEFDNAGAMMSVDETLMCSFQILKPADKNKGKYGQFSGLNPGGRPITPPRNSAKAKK
TPT1 inhibitor: C. albicans TPT1 enzyme inhibition | recombinant caTPT1, FP RNA substrate dephosphorylation | inhibition, % at 5 µM | actives 0.81% (n = 300,000) | AID 1962;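 active = inhibition above the mean of all tested compounds plus 3 SD, set per screening campaign, cut at about 24% in these data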;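 note: plate controls were DMSO alone for no effect and ferristatin control at 100 nM for full effect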
* = called active by the depositor; ? = inconclusive; . = no result given. Outcome played no part in choosing rows; overall some 2.9% were active at least once.

SMILES	GASC-1 inh	proCasp7 act	HCV core dimer	Fh CTSL1 inh	PP5 inh	Efflux pump inh	procasp3 activ	PP1 counter	TPT1 inhibitor
CCN(CC)C(=O)c1c[nH]c2ccc(S(=O)(=O)Nc3cc(C)cc(C)c3)cc2c1=O	.	7	0	8	-0.2	-0.1	6	2	-5
CCC(=O)c1ccc(OC(=O)c2cccs2)cc1	-13	-4	-7	-4	2.4	0.2	7	-5	1
Cc1c(NC(=O)Nc2cccc([N+](=O)[O-])c2)c(=O)n(-c2ccccc2)n1C	10	-3	1	-2	1.2	0.1	-10	-4	-3
Clc1ccc(CCNc2nc3ccccc3n3nnnc23)cc1	6	6	-19	6	-6.3	-0.3	4	-3	-2
CCCCNS(=O)(=O)c1ccc(OC)c2ncccc12	2	1	-2	1	-1.5	-0.3	-7	-1	-2
CCNC(=O)NC(=O)C(C)Sc1nc2cc(C(=O)OC)ccc2c(=O)n1-c1ccccc1 (stereo unspecified)	11	11	10	3	3.1	0.0	0	0	3
COc1cc(C(=O)Nc2ccccc2N2CCN(S(C)(=O)=O)CC2)cc(OC)c1OC	-25	12	-3	-2	-0.5	0.0	4	2	-3
COC(=O)c1ccc(NC(=O)C2C3C=CC(O3)C2C(=O)O)cc1 (stereo unspecified)	-2	-7	-2	1	21*	0.1	-34	8	2
Cc1cccn2c(=O)nc(SCC(=O)N3CCCC3)nc12	8	5	-2	2	2.0	-0.2	-3	-4	-2
O=C(CCS(=O)(=O)c1cccc2nonc12)NCCc1ccccc1	1	-1	-7	-3	1.5	-0.1	0	1	-2
COc1nc(Nc2cccc([N+](=O)[O-])c2)nc(OC)n1	-16	6	-5	2	2.2	-0.2	3	-3	-9
O=C(COC(=O)Cc1ccc(Cl)cc1Cl)Nc1ccccc1OC(F)F	-8	1	-5	-4	5.8	0.4	7	3	-1
O=C(NCc1ccccc1)C1=C[C@H](c2ccccc2)C[C@H](OCc2ccc(CO)cc2)O1	39	-4	-10	3	-8.1	-0.1	-9	5	-2
C#CCOCCOCCOCCNc1nc(N2CCN(C(=O)CCCCCCCCCCNC(=O)Cn3cc(CCCCCN)nn3)CC2)nc(N2CCN(C(=O)CCCCCCCCCCNC(=O)Cn3cc(C[C@@H](C)O)nn3)CC2)n1	.	-3	-1	-2	-2.6	0.3	6	13	-2
COc1ccccc1CN(C)C(=O)c1cc(C)nc2ccccc12	9	3	1	0	0.3	0.1	6	-3	-1
COc1cccc(/C=C2\SC(=O)N(CCC(=O)NC3CCS(=O)(=O)C3)C2=O)c1 (stereo unspecified)	1	-13	11	3	1.9	0.0	0	2	-2
CCOc1cc(/C=C2/NC(=O)N(CC(=O)Nc3cccc(C)c3)C2=O)ccc1OC	-27	13	11	3	0.8	-0.1	2	-1	0
CC1CC(C)CN(S(=O)(=O)c2ccc(C(=O)N3CCN(c4ccccc4)CC3)cc2)C1 (stereo unspecified)	1	6	9	3	1.3	0.0	5	-4	-2
O=C(O)Cc1ccc(NC(=O)c2ccc(NC(=O)c3ccco3)cc2)cc1	-13	-6	7	-2	0.5	11*	3	3	0
COc1ccc(CNC(=O)c2cccc(S(=O)(=O)N3CCCCC3)c2)cc1OC	6	3	.	.	2.2	0.0	6	-3	.
CCc1ccc(/C(C)=N/NC(=O)c2c[nH]c3ccccc23)s1	7	-5	4	3	2.5	-0.1	10	0	-1
Cc1ccnc(N2CCCC(C(=O)NCc3cccs3)C2)n1 (stereo unspecified)	-5	1	-2	-8	2.9	0.0	0	0	-1
CCOc1cc(/C=N\NC(=O)CC(=O)NCCc2ccccc2)ccc1O	3	-3	-2	11	-9.8	0.1	-4	-11	-4
COc1cc2c(cc1OC)C(=O)N(C)CC2	-4	-3	1	-1	1.9	0.0	10	-2	-3
O=C(COC(=O)/C=C/c1ccco1)NCc1ccccc1	16	-3	0	1	0.2	-0.1	2	-1	-1
CCC(C)(C)N=C(NC#N)Nc1cccnc1	16	9	-7	-3	3.2	-0.2	-1	2	-8
CC(NC(=O)C1c2ccccc2Oc2ccccc21)C1CCCO1 (stereo unspecified)	6	7	-1	4	-0.4	-0.1	-9	-1	-2
CCOc1ccccc1NC(=O)CSc1ncnc2c1oc1ccccc12	-44	-4	0	4	3.2	0.8	-3	1	-1
CCN1CCN(C(=O)c2ccc(OC)c(S(=O)(=O)Nc3ccc(C)cc3)c2)CC1	-8	5	0	-5	-0.9	-0.2	1	-3	0
O=C(O)c1ccc(NC(=O)c2cccc(C(=O)Nc3ccc(C(=O)O)cc3)c2)cc1	-3	-3	3	-6	2.1	-0.1	6	0	-2
CCN(CC)S(=O)(=O)c1ccc2oc(SCC3CN=C(c4ccc(OC)cc4)S3)nc2c1 (stereo unspecified)	-16	-9	5	1	5.1	0.3	1	-1	7
O=C(O)c1ccccc1OCCOCCOc1ccccc1C(=O)O	-25	-1	-3	3	-3.3	-0.1	2	-3	-2
O=C(NCCc1c[nH]c2ccccc12)/C(=C/c1cccnc1)NC(=O)c1cccs1	-7	15	-6	-4	0.7	0.1	2	-2	0
O=C1Nc2cc(Cl)c(Cl)cc2N(O)N1c1ccccc1Cl	-2	-9	2	-3	0.5	0.0	-6	-2	2
CC(NC(=O)Nc1ccccc1)C(c1cccs1)N1CCOCC1 (stereo unspecified)	-1	1	-6	-2	2.7	-0.2	-4	0	-3
Cc1ccc(COc2ccsc2-c2n[nH]c(=S)n2C)cc1	-6	-21	-5	2	5.3	0.0	-7	4	0
COc1ccc(NC(=O)CN2C(=O)NC3(CCCC3)C2=O)cc1OC	-5	-3	3	-3	1.7	-0.2	15	6	3
C=CCN(CC=C)C(=S)NC(=O)c1ccc([N+](=O)[O-])cc1	-3	-8	2	-2	-4.5	-0.1	-8	0	4
COc1cccc(CNC(=O)c2ccc(CS(=O)(=O)Cc3ccc(C)cc3)o2)c1	3	3	1	-3	-1.6	-0.2	-1	-2	1
CC(C)C(OC(=O)c1ccco1)C(=O)NCc1ccc2c(c1)OCO2 (stereo unspecified)	-3	-5	-3	-28	-0.7	-0.2	6	2	3
CC1(NC(=O)Cn2cc(C(F)(F)F)ccc2=O)CCS(=O)(=O)C1 (stereo unspecified)	18	2	.	.	-0.3	0.1	8	-5	.
CCC(Sc1nc2c(c(=O)[nH]1)CCC2)C(=O)Nc1cccc(OC)c1 (stereo unspecified)	-5	4	1	-1	0.1	-0.8	0	1	-2
COC(=O)c1ccc(N2CCN(c3ccccc3)CC2)c(N)c1	-13	10	-3	0	0.2	-0.1	-3	3	-1
Cc1ccc(Nc2nc(Cl)nc(N(C)C#N)n2)cc1	13	-1	-2	0	2.8	-0.1	-6	-4	-1
CCCNc1ncnc2sc(C)c(C)c12	.	-5	3	-4	5.8	0.0	-1	0	-6
O=C(c1cc(Cl)ccc1Cl)N1CCN(c2ccccn2)CC1	2	-3	-3	-2	-1.1	0.0	-9	-8	-2
O=S(=O)(Nc1ccon1)c1ccc(Br)cc1	17	-2	2	-1	-1.9	0.3	6	-1	1
COc1ccc(Cc2nc(C(=O)NCc3ccccc3OC)cs2)cc1	-2	0	16	4	3.6	0.1	-3	0	-3
COc1cccc(OC)c1NC(=O)NC(=O)c1c(OC)c(Br)cc([N+](=O)[O-])c1OC	.	6	-3	-4	4.5	0.1	-5	-2	-4
COCC(=O)NC1CCCCCC1	5	0	2	-2	-0.5	-0.1	-4	-1	-3
CCCNC(=O)COC(=O)c1ccc(-c2ccccc2)cc1	0	0	1	2	-0.1	-0.1	1	-4	0
Cc1cc(C)c(NC(=O)C2CCCN2C)c(C)c1 (stereo unspecified)	-11	1	-4	-3	1.6	0.0	1	0	-4
CC(C)Nc1nc(-c2ccncc2)nc(-c2ccc(Cl)cc2)c1C#N	-27	6	4	1	3.4	0.6	5	-1	0
CCn1c(=O)n(CC)c2cc(S(=O)(=O)Nc3ccccc3C)c(C)cc21	1	5	0	1	1.1	-0.1	-7	2	1
Cc1cccnc1NC(=O)c1ccc(Cl)c(S(=O)(=O)N2CCCCCC2)c1	3	7	-2	0	4.1	-0.1	-2	0	-2
COc1ccc(CN2C(=NC(=O)C3CC3)SC3CS(=O)(=O)CC32)cc1 (stereo unspecified)	?	8	-3	-8	-0.1	-0.2	13	-1	0
O=[N+]([O-])c1ccc(COn2nnc3ccccc32)cc1	-1	9	0	-1	-1.7	0.1	14	-3	6
O=C(NC1CC1)c1ccc2c(c1)N(Cc1ccc(Cl)cc1)CCS2	3	14	0	3	2.3	0.0	10	4	-2
COC1=C(Nc2ccc(O)cc2)C(=O)c2ccccc2C1=O	-3	-15	-58	4	6.4	-0.1	-16	-3	-5
Cc1ccc(C(O)(COC(=O)C(C)C)COC(=O)C(C)C)c(O)c1	32	-7	-6	2	7.4	0.4	2	-1	-2
Remaining list, next part.
SMILES	GASC-1 inh	proCasp7 act	HCV core dimer	Fh CTSL1 inh	PP5 inh	Efflux pump inh	procasp3 activ	PP1 counter	TPT1 inhibitor
CCCNC(=O)NC(=O)CSc1nc2cc(C(=O)OC)ccc2c(=O)n1-c1ccccc1	22	0	10	3	2.6	-0.1	6	7	-9
Brc1ccc(-c2noc(CCc3ccccc3)n2)o1	-5	6	2	-1	0.8	0.0	1	1	-2
COc1ccc2c(-c3ccccc3)cc(SCC(N)=O)nc2c1	3	6	12	-8	3.3	0.3	-1	-3	35*
Brc1cccc(CNCc2ccncc2)c1	0	4	-4	-4	-1.2	-0.1	3	-4	1
CC(C)CC1NC(=O)c2ccccc2-n2c1nc1ccc(Cl)cc1c2=O (stereo unspecified)	9	8	.	.	.	-0.2	6	.	.
Cc1ccc(S(=O)(=O)N/N=C/c2ccc(O)c(O)c2)cc1[N+](=O)[O-]	-10	-3	-4	-1	-2.2	0.2	-5	-7	3
N#CC1=C2Sc3ccccc3N2CCCC1=O	1	-5	3	2	-0.7	-0.2	6	56*	3
CCOCCCNC(=O)C(c1ccccc1)N(Cc1ccc2c(c1)OCO2)C(=O)c1ccccc1O (stereo unspecified)	20	-2	3	1	-0.9	0.0	-4	-3	-4

Three entries picked at random from those above:
SMILES	GASC-1 inh	proCasp7 act	HCV core dimer	Fh CTSL1 inh	PP5 inh	Efflux pump inh	procasp3 activ	PP1 counter	TPT1 inhibitor
CCCNC(=O)NC(=O)CSc1nc2cc(C(=O)OC)ccc2c(=O)n1-c1ccccc1	22	0	10	3	2.6	-0.1	6	7	-9
N#CC1=C2Sc3ccccc3N2CCCC1=O	1	-5	3	2	-0.7	-0.2	6	56*	3
CCOCCCNC(=O)C(c1ccccc1)N(Cc1ccc2c(c1)OCO2)C(=O)c1ccccc1O (stereo unspecified)	20	-2	3	1	-0.9	0.0	-4	-3	-4
